SR-BI DiI inh – blocks mouse SR-BI lipid uptake from DiI-HDL | Q61009 | ldlA[mSR-BI] CHO cells, DiI-HDL uptake fluorescence, 3 h | inhibition, % at 12.5 µM | AID 488896 | hit rate 0.96% among 320,000;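 active = mean replicate inhibition of at least 70% and a set share of replicates each scoring 70 or more; inconclusive = meets just one of the two criteria; inactive = fails both criteria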;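 also: 0% = median of neutral control wells and 100% = median of positive control wells; values of inactives mirror those of a sister screen read the other way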
Target sequence (Q61009 whole entry, looked up): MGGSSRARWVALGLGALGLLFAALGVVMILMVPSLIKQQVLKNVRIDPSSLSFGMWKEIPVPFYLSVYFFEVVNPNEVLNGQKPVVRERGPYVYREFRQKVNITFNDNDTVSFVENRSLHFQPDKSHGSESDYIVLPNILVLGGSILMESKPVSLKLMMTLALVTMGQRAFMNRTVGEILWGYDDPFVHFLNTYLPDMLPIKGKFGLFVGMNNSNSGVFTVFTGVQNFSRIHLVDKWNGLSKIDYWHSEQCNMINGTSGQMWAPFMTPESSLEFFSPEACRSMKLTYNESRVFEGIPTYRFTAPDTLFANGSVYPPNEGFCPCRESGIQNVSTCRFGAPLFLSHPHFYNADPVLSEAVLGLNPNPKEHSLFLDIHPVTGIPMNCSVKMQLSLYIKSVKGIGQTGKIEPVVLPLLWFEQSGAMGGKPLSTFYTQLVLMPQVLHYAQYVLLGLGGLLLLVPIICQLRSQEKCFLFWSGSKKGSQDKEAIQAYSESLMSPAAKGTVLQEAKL
phage Ecoli inh – E. coli growth loss with phage present; inhibition, % at 11.9 µM; growth absorbance; hit rate 0.26% among 360,000; in the data active = inhibition above about 11%
Tat transport – E. coli Tat transport inhibition. AID 488895. inhibition, % at 10 µM. hit rate 0.036% among 340,000. E. coli MC4100 TorA-mCherry Tat export, fluorescence;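 active = mean replicate inhibition at least 50% and at least half of replicates individually reaching 50%; inconclusive = only one of the two criteria met; inactive = neither criterion met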;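 also: exported cargo escapes ClpAP degradation while cytoplasmic cargo is degraded and loses fluorescence; 0% = median of neutral control wells and 100% = median of NaSCN control wells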
CAL PDZ FP-1 – CAL PDZ (human) peptide binding inhibition; Q9HD26; purified CAL PDZ, TMR-peptide fluorescence polarization, 1 h; inhibition, % at 24.9 µM; hit rate 0.92% among 300,000; AID 602252;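 active = mean inhibition of at least 30% with at least half of replicates also reaching 30%; inconclusive = no clear call, values can overlap the other calls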;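 also: 0% = DMSO neutral control and 100% = excess unlabeled competitor peptide PRC23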
CAL PDZ FP-2 – human CAL PDZ-peptide interaction inhibition; Q9HD26; purified CAL PDZ, TMR-peptide fluorescence polarization, 1 h; inhibition, % at 20 µM; hit rate 0.02% among 330,000; AID 504414;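 active = highest replicate inhibition of at least 40%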;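 also: plate controls were DMSO neutral control wells for no effect and unlabeled competitor peptide control wells for full effect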
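Read-out basis: mP drop reported as inhibition | Assay system: Tagged CAL PDZ protein CerCALP, purified | Benchmarks: Unlabelled peptide for full inhibition, DMSO wells as neutral | Schedule: 1 h incubation at room temperature before polarization reading | Buffer or medium: Sodium phosphate/NaCl buffer pH 7.4 with TCEP, IgG, Thesit | Doses: Single point, 20 µM | Measured by: Fluorescence polarization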
Ecoli viability – counter-screen for AddAB inhibitors: E. coli growth inhibition. hit rate 0.27% among 330,000. AID 449728. inhibition, % at 11.9 µM. E. coli V3065 growth, OD600 absorbance, 18 h;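 active = inhibition above the campaign's mean inhibition across all tested compounds plus 3 SD, cut at about 9.9% in these data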;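 also: uninfected addAB+ strain grown without phage in ampicillin broth; 0% = DMSO wells and 100% = ciprofloxacin 0.95 µg/ml wells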
SR-BI DiI-HDL act – activators of SR-BI mediated HDL lipid uptake. CHO ldlA[mSR-BI] cells, DiI-HDL uptake fluorescence, 3 h; 100 = double the neutral-control signal. activation, % at 12.5 µM. hit rate 0.096% among 320,000. AID 504775;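 active = mean replicate activation of at least 60% and every replicate at or above 60%; inconclusive = mean or all-replicate condition met, but not both; inactive = mean below 60% and not all replicates reaching 60%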;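 also: 0% = median plate neutral-control signal and 100% = twice that signal; values of inactives mirror those of a sister screen read the other way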
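material = CHO ldlA[mSR-BI] cells | medium = Ham's F12 with 0.5% BSA, HEPES 25 mM, pH 7.4 | reagent = fluorescent DiI-HDL, 10 µg/mL final | compound dosing = single-point compound dose | incubation = 3 h, 37 °C | measured by = bottom-read fluorescence, 550/595 nm | measure = HDL uptake via cellular fluorescence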
MITF act – MITF TRPM1 promoter activation in melanoma cells | SK-MEL-5 TRPM1-promoter luciferase, 24 h; % of positive control, neutral wells = 0 | activation, % at 12.5 µM | hit rate 0.75% among 300,000;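 active = mean activation of at least 80% with every replicate also reaching 80%; inconclusive = mean reaches 80% but some replicate falls short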;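 also: 0% = neutral control wells and 100% = parthenolide positive control wells; values of inactives mirror those of a sister screen read the other way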
Wnt bcat act – activators of Wnt/beta-catenin signaling | Wnt/beta-catenin reporter cell assay, activator, plate reader | activation, % at 9.35 µM | AID 743398 | hit rate 1.2% among 300,000; in the data active = activation above about 30%, passing the limit was not always enough; inconclusive = no clear call, values can overlap the other calls;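 also: 0% = neutral control wells and 100% = positive control wells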
AddAB inh – less growth of phage-infected E. coli with AddAB. E. coli expressing H. pylori AddAB, absorbance growth. inhibition, % at 11.9 µM. hit rate 0.29% among 330,000; in the data active = inhibition above about 12%;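 also: 0% = vehicle wells of infected cells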
Numbers without * were called inactive; ? = inconclusive; / = no result given.

SMILES	SR-BI DiI inh	phage Ecoli inh	Tat transport	CAL PDZ FP-1	CAL PDZ FP-2	Ecoli viability	SR-BI DiI-HDL act	MITF act	Wnt bcat act	AddAB inh
CC(=NCc1ccc2c(c1)OCO2)c1c(O)n(-c2ccc(C)cc2)c(=O)[nH]c1=O	-11.6	1.0	-8.3	-3.4	-0.8	0.3	11.6	5.6	-0.6	1.2
CCn1c(C)c(C(=O)NCCc2ccccc2)c2cc(OC)ccc21	3.7	2.4	-3.0	-9.9	1.8	/	-3.7	-9.0	-0.1	/
COC(=O)C1C(O)C(C)C(O)C(C)/C=C\C=C(/C)C(=O)Nc2c(C)c(OC(C)=O)c3c(c2O)C(=O)C(C)=C2OCOC(=C23)/C(C)=C/C(C)(O)C(O)C(C)C1O (centres undefined)	-17.7	6.5	40.7	-2.3	2.7	-0.2	17.7	-4.6	2.4	1.1
O=C(O)C(Cl)(Cl)Cl	/	5.7	/	/	/	0.8	/	/	-2.6	-2.7
N=c1c[n+](C2CCCCC2)[n-]o1	-4.2	1.1	-0.5	/	0.7	-0.3	4.2	12.0	-2.2	2.1
CCCCCCCn1c(=O)c(C(=O)Nc2cnccn2)c(O)c2ccccc21	68.4	2.7	5.3	-3.8	-0.9	-0.6	-68.4	/	7.8	-0.8
Cc1cc(S(=O)(=O)NC(C)C)ccc1OCC(=O)N1CCN(Cc2ccc3c(c2)OCO3)CC1	63.5	0.8	3.5	-2.9	-1.8	2.9	-63.5	-11.6	/	1.5
CC(=O)OC1CCC2(C)C(=CC(=O)C3C2CCC2(C)C(OC(C)=O)CCC32)C1 (centres undefined)	7.1	1.1	1.3	4.8	-0.6	/	-7.1	4.9	-1.9	/
O=c1[nH]c(O)c(C=NC2CCN(Cc3ccccc3)CC2)c(=O)[nH]1	-28.3	0.8	-8.6	-2.8	/	1.1	28.3	-1.1	/	4.2
Clc1ccc(CNC2CN3CCC2CC3)cc1 (centres undefined)	-19.8	2.8	11.6	-3.3	-0.7	1.8	19.8	0.7	2.2	3.7
COc1ccc(-n2nc(C(=O)NCC(=O)N3CCC4(CC3)OCCO4)c3ccccc3c2=O)cc1	/	1.3	6.5	-4.8	-1.2	0.2	/	56.8	16.3	2.4
CCC(=NCc1ccco1)c1c(O)n(C)c(=O)n(C)c1=O	-17.6	-0.2	2.9	-4.7	-1.8	3.2	17.6	/	-5.5	6.7
O=C(NC(=O)N1CCC2(CC1)OCCO2)c1ccc(Cl)cc1	-11.4	4.0	-4.8	-0.5	-0.4	0.8	11.4	5.2	-2.1	1.5
O=P(N1CCCCC1)(N1CCCCC1)C(Cl)(Cl)Cl	-6.9	1.8	-2.0	1.6	-2.3	-0.1	6.9	/	/	0.5
COC(=O)C1=C(c2ccc(S(C)(=O)=O)cc2)C[C@@H]2CC[C@H]1N2C(=O)NCc1ccco1	-29.8	3.1	7.9	-1.7	-1.9	0.2	29.8	-3.4	8.8	-0.3
COC(=O)C1=C(c2ccc(F)cc2F)C[C@@H]2CC[C@H]1N2C(=O)NC1CC1	-5.3	/	-1.8	1.9	-1.0	-3.0	5.3	0.2	/	1.6
CCOc1ccccc1-n1c(O)c(C=Nc2c(C)n(C)n(-c3ccccc3)c2=O)c(=O)[nH]c1=O	13.6	3.1	-5.3	-2.3	-0.9	1.1	-13.6	-8.9	/	0.3
CCC(=NCCCN1CCOCC1)c1c(O)n(Cc2ccccc2)c(=O)[nH]c1=O	-19.4	2.2	1.6	/	-0.4	-0.1	19.4	-5.0	/	2.5
COC(=O)C1=C(c2ccc(OC(F)(F)F)cc2)C[C@@H]2CC[C@H]1N2C(=O)NCc1cc(C)oc1C(F)(F)F	26.3	2.5	4.8	-2.5	-0.1	-0.5	-26.3	-9.3	2.5	3.3
Cc1cccc(CN2CCN(Cc3ccc(Cl)cc3)CC2)c1	-10.0	-2.1	-5.5	-0.4	-0.3	2.2	10.0	5.6	/	2.7
COC(=O)C1=C(c2cccc(C#N)c2)C[C@@H]2CC[C@H]1N2C(=O)N1CCc2cc(OC)c(OC)cc2C1	9.2	3.2	-0.7	-1.1	-0.2	1.4	-9.2	3.1	-2.4	-0.8
CN(C)c1ccc(CCN2CCOCC2)cc1	-10.5	2.1	7.4	-0.8	-0.1	-1.4	10.5	24.8	26.7	0.2
C[C@]12CC[C@@H](O)C[C@@H]1CC[C@@H]1[C@@H]2CC[C@]2(C)[C@@H](O)CC[C@@H]12	-3.4	4.4	0.8	-1.5	-1.1	-0.7	4.1	-4.8	-1.2	-1.4
CC(=O)OC1(c2ccccc2)CCN(C)C(C)C1C (centres undefined)	-25.4	4.2	-9.5	12.4	0.7	1.3	25.4	-2.6	/	6.8
CCCCn1c(=O)c(C(=O)Nc2ccccc2C)c(O)c2ccccc21	50.1	/	3.5	1.6	-1.1	-0.2	-50.1	/	/	-0.5
CC(C)c1oc(=O)cc2c1[C@@H](O)[C@H]1OC(=O)[C@@]3(C)CC[C@@H](O)[C@@]2(C)C13 (some centres undefined)	-16.2	2.2	-6.3	-2.0	-0.3	1.4	16.2	-55.2	-23.6	3.7
CN(C)CCN=Cc1c(O)n(Cc2ccc3c(c2)OCO3)c(=S)[nH]c1=O	-5.4	1.5	-0.9	4.9	-1.9	-0.5	5.4	-5.9	-1.3	2.2
O=[N+]([O-])c1ccc(N2CC2)c([N+](=O)[O-])c1	-9.3	0.4	1.2	-6.2	0.4	/	9.3	-6.5	-2.4	/
Cc1cc(C=O)c(C)n1C(C)C	-7.3	4.1	7.9	6.8	-0.7	0.4	7.3	-4.1	-0.9	3.0
O=[N+]([O-])c1c2ccccc2cc2ccccc12	19.7	/	-3.4	-26.8	0.0	3.7	-19.7	19.1	/	2.7
COc1ccccc1N1CCN(Cc2ccc(Br)s2)CC1	10.3	2.4	-12.8	-3.9	0.2	0.5	-10.3	4.3	0.4	1.3
CCCCCCCCCCCCn1ccc(=N)cc1	-6.2	6.0	9.4	-0.7	1.0	8.0	6.2	/	-10.6	6.2
CC1(C)CC(=O)C2=C(C1)NC(=O)C21C(C(=O)OC(C)(C)C)=C(N)Oc2ccc(Br)cc21 (centres undefined)	-38.5	2.7	-0.2	-2.4	-2.9	0.1	38.5	-8.8	/	1.3
COCc1c(CN)cnc(C)c1N	-10.5	-1.6	5.6	-1.0	-1.1	-2.9	10.5	15.8	-0.3	2.7
O=C(NCc1ccccc1)c1cccn(Cc2ccccc2)c1=O	-2.0	5.3	0.3	-1.6	-0.3	-0.6	2.0	-10.3	0.1	-0.3
Cc1oc(-c2ccccc2Cl)nc1CN1C(=O)CN=C(c2ccccc2)c2ccccc21	47.3	-0.8	30.1	-12.0	-2.3	-0.3	-47.3	/	-14.0	-1.0
COc1ccc(-c2cc(=Nc3cccc(C(=O)O)c3)c3cc(C)ccc3o2)cc1	-1.5	2.8	3.1	-4.1	-5.2	-3.5	1.5	?	-3.7	-3.1
N#CCCn1cc(C(=O)NCc2ccccc2)c(-c2ccc3c(c2)OCCO3)n1	12.0	3.1	1.1	46.8*	4.4	-3.2	-12.0	3.0	-1.4	0.2
CCCS(=O)(=O)N1CCC(C(=O)N2CCC3(CC2)OCCO3)CC1	-17.2	3.0	-10.0	-1.3	-0.7	-0.3	17.2	7.5	-1.2	0.5
O=C(NCCN1CCCCC1)c1ccc(Cl)nc1Cl	-0.6	1.9	-2.5	-3.5	-2.4	-0.7	0.6	-3.9	-2.2	2.0
CC1COC2N=C(N[N+](=O)[O-])NC2O1 (centres undefined)	6.2	3.7	1.6	-3.2	-0.3	2.0	-6.2	0.7	-1.2	2.2
COc1cc(N2CCOCC2)ccc1/C=C1\C(=O)NC(=O)N(Cc2cccs2)C1=O	-14.4	2.3	-10.8	-3.4	-2.2	-0.6	14.4	0.1	0.2	-2.1
O=C(O)C1C(C(=O)O)C2(Cl)C(Cl)=C(Cl)C1(Cl)C2(Cl)Cl (centres undefined)	-4.8	1.4	-1.0	-4.3	-1.7	1.4	4.8	-11.1	-0.6	1.7
Cc1nc2ccc(Cl)cn2c1P(=S)(N1CCOCC1)N1CCOCC1	-10.3	1.5	-1.9	-3.9	0.2	-1.2	10.3	-8.3	/	-1.1
N#Cc1c(/N=C/c2ccc(O)cc2O)sc2c1C1CCN2CC1	-15.2	1.5	-9.3	1.1	-3.1	0.0	15.2	6.4	/	2.0
Cc1cccc(NC(=O)N2CCCC2)c1	-1.3	1.8	2.2	4.2	-1.4	0.6	1.3	2.0	-8.2	5.3
CC[N+](CC)(CC#CCO)CC#Cc1ccccc1	-22.7	1.5	3.6	-2.6	-0.1	-0.1	22.7	-3.7	-1.1	0.7
CN(Cc1ccccc1)C1CCCN(C(=O)COc2ccccc2Cl)C1 (centres undefined)	7.7	1.6	-1.2	0.1	-2.0	-0.4	-7.7	6.7	-2.6	-0.8
COc1cccc(C2(O)CCSCC2CN(C)C)c1 (centres undefined)	-1.5	3.9	-0.4	-3.3	-0.4	1.6	1.5	-1.6	-0.3	2.4
NC(=O)OCCCc1ccccc1	-17.1	2.5	-4.9	-5.6	-0.3	-1.8	17.1	3.0	1.9	-1.3
O=c1[nH]c(=O)n(-c2ccc(Br)cc2)c(O)c1C=NCCN1CCCCC1	-15.8	3.7	4.3	-4.3	0.8	-1.1	15.8	/	-2.9	4.8
C[C@]12CC[C@H]3[C@@H](CC[C@]4(O)C[C@@H](O)CC[C@]34C=O)[C@@]1(O)CC[C@@H]2C1=CC(=O)OC1	-5.4	4.9	2.6	-4.1	0.8	0.9	5.4	-85.5	-5.1	1.3
CCOC(=O)C(O)(c1ccc(NC(=O)NC2CCCCC2)cc1)C(F)(F)F (centres undefined)	16.6	3.6	-2.3	-2.3	-1.1	-0.2	-16.6	47.4	6.2	0.5
Cc1nc2cc(-c3ccccc3)nn2c(C)c1CCC(=O)N1CCC2(CC1)OCCO2	-10.3	-0.3	4.3	/	-1.0	1.6	10.3	-39.4	/	2.1
COC(=O)C1=C(c2cccc3c2S(=O)(=O)c2ccccc2-3)C[C@@H]2CC[C@H]1N2C(=O)N1CCc2cc(OC)c(OC)cc2C1	30.3	2.9	3.7	-2.1	-1.7	-2.0	-30.3	7.0	-3.9	1.8
CC(C)OP(=O)(OC(C)C)C(O)c1cccnc1 (centres undefined)	-18.9	3.3	-1.4	-5.8	-0.5	3.0	18.9	10.1	-2.0	0.2

The list is partial; the hit share may differ from the screen's.
